# Screening results: PubChem BioAssay, several laboratories
# L major viab = reduces viability of Leishmania major promastigotes; resazurin fluorescence viability; inhibition, % at 10 µM; 200,000 tested, 9% active; AID 1063; in the data active means inhibition above about 50%;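 further: promastigotes grown with compound for 44 hours at 28 °C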
# RAM inhibit = inhibitors of the yeast RAM network; S. cerevisiae dse1pr::URA3 reporter, 5-FOA growth OD615, 2 d; analog-sensitive cbk1-as2 kinase mutant strain; inhibition, % at 50 µM; 190,000 tested, 1.8% active;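 active means inhibition above a set limit, 3 SD over mean compound inhibition, cut at about 8.4% in these data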;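 further: 0% = DMSO-only wells with no growth and 100% = 10 µM 1-NA-PP1 full growth; inhibition rescues growth on 5-FOA so higher OD means more RAM inhibition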
# FLuc inh counter = inhibits firefly luciferase, flagging false hits in luciferase inhibition screens; ATPLite firefly luciferase biochemical luminescence, 10 min; 200,000 tested, 1.5% active; inhibition, % at 10 µM; P08659;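 active means inhibition above about 50% when tested at 10 µM, limit read from the data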
# Target sequence (P08659 whole entry, looked up): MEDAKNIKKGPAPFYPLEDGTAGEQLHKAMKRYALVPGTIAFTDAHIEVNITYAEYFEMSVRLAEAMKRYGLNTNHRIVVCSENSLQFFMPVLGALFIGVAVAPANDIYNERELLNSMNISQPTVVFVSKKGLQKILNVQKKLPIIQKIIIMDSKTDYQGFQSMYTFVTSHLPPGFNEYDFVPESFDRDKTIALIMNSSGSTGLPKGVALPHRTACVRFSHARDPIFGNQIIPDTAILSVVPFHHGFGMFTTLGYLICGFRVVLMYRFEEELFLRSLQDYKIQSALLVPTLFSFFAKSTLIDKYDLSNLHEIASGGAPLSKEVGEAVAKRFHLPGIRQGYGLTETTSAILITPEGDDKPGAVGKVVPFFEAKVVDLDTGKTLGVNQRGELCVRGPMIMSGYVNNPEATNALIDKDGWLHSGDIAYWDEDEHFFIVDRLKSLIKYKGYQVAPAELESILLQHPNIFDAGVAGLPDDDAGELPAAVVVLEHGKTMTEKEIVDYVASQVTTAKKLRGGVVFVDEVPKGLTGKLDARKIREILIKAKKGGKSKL
# FLuc stim CS = affects firefly luciferase, flagging false hits in luciferase stimulation screens. AID 1027. ATPlite luciferase biochemical, luminescence, 10 min; 0 = ATP-free wells, 1 = DMSO control. activation factor at 10 µM. 200,000 tested, under 10 active;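 active means luciferase activation factor, scaled between plate controls, of at least 2 with compound at 10 µM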
#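 Material: Luciferase/luciferin reagent mix | Doses: Test compounds dosed from 2 mM stocks in 100% DMSO | Timing: 10 min incubation after luciferase reagent addition, room temperature | Measured by: Luminescence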
# TNAP inh noacc = blocks human TNAP activity with no phosphate acceptor present | inhibition, % at 20 µM | P05186 | 200,000 tested, 0.26% active | purified TNAP, CDP-star luminescence, 30 min;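 active means tissue-nonspecific alkaline phosphatase inhibition above about 50% at 20 µM in the single-dose screen, limit read from the data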;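 further: 0% = DMSO negative control and 100% = EDTA positive control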
# Target sequence (P05186 whole entry, looked up): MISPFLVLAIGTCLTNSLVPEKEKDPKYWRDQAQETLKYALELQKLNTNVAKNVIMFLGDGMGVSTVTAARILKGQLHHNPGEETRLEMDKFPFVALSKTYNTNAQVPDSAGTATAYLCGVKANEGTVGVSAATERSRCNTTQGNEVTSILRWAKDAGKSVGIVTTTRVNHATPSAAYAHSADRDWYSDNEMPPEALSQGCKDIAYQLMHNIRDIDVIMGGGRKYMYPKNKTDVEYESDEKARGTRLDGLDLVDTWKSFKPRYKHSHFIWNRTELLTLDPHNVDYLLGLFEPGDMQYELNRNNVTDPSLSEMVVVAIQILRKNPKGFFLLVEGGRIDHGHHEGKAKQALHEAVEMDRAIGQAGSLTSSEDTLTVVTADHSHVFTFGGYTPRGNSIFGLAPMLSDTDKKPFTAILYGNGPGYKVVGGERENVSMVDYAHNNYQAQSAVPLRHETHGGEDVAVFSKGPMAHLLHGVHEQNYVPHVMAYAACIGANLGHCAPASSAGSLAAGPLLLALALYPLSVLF
# TNAP act hiacc = TNAP (human) activation, high acceptor; P05186; 200,000 tested, under 10 active; activation factor at 20 µM; purified TNAP, CDP-star luminescence, 1 M DEA, 30 min; active compounds read high; 0 = EDTA background, 1 = DMSO-only activity;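 active means activation factor at least 2 at 20 µM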
#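 system = human TNAP | amount = enzyme diluted 1/800 final | reagent = 100 µM CDP-star substrate | signal = luminescent substrate turnover signal | dosing = one dose, 20 µM | benchmarks = EDTA negative control, DMSO positive control | measure = activation factor | timing = 30 min reaction, room temperature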
# APP 5UTR inh = APP translation inhibition; AID 1285; inhibition, % at 2 µM; 190,000 tested, 0.82% active; SH-SY5Y APP 5'UTR-luciferase reporter, luminescence;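 active means inhibition above a set limit, derived from the sample mean plus 3 SD, cut at about 45% in these data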; further: values of inactives mirror those of a sister screen read the other way
# TNAP inh hi DEA = inhibitors of human TNAP at high phosphate acceptor concentration; purified TNAP, CDP-star luminescence, 1 M DEA; P05186; inhibition, % at 20 µM; 200,000 tested, 0.03% active;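 active means over 50% inhibition of tissue-nonspecific alkaline phosphatase at 20 µM in the single-dose screen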;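 further: plate controls were DMSO wells for no effect and EDTA-quenched wells as full inhibition for full effect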
# bIAP inh = intestinal alkaline phosphatase (bovine) inhibition. purified bovine IAP, CDP-star luminescence, 30 min. inhibition, % at 20 µM. 190,000 tested, under 10 active. AID 1019;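 active means over 50% inhibition of intestinal alkaline phosphatase at 20 µM in the single-dose screen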
#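 test system = bovine IAP enzyme | medium = DEA buffer 100 mM, pH 9.8, with MgCl2 1.0 mM, ZnCl2 0.02 mM | detection = luminescence | dosing = single compound dose of 20 µM, 2% DMSO final | incubation = 30 min reaction at room temperature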
# bIAP activator = intestinal alkaline phosphatase (bovine) activation. purified bovine IAP, CDP-star luminescence, 30 min; active compounds read high; fold of DMSO-control signal, blank-subtracted. activation factor at 20 µM. 200,000 tested, 0.17% active;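 active means activation factor of 2 or more at 20 µM, a signal rise over negative controls twice the positive control's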
# * marks the source's active call; other numbers are inactive results; / = no result given.
SMILES,L major viab,RAM inhibit,FLuc inh counter,FLuc stim CS,TNAP inh noacc,TNAP act hiacc,APP 5UTR inh,TNAP inh hi DEA,bIAP inh,bIAP activator
O=C(/C=C/c1ccccc1)Nc1ccc(CN2CCOCC2)cc1,13,0.0,24,0.8,-2,1,-36,-2,49,0.5
COc1cccc(C(=O)N2c3ccccc3Sc3ccccc32)c1,14,4.5,1,1,-6,1,-2,-4,-12,1.1
CC(C)C(NC(=O)OCc1ccccc1)C(=O)O (stereo not given),-2,-0.4,-8,1.1,-9,1,4,-3,8,0.9
O=C(O)CCC(=O)Nc1ccc(C(=O)OCC(=O)c2ccc(Cl)cc2)cc1,-5,2.1,8,0.9,-8,1,-17,-3,-2,1
Cc1ccc(S(=O)(=O)N(CC(=O)N2CCC(C(N)=O)CC2)Cc2ccc(F)cc2)cc1,2,1.9,-19,1.2,-2,1,-1,-4,-8,1.1
COCC(=O)Nc1nc(-c2ccccc2)c(C)s1,-9,0.7,-2,1,-19,1.1,-17,-8,7,0.9
COC(=O)c1c(NC(C)=O)sc(C(=O)Nc2ccccc2F)c1C,-3,3.8,-3,1,-9,1.1,-2,-6,0,1
O=C(Nc1ccccc1C(F)(F)F)N1CCCCCC1,-6,0.3,2,1,-4,1,18,3,7,0.9
CC1(C)Oc2ccc3ccc(=O)oc3c2/C(=C/Nc2ccccc2)C1=O,5,1.4,-1,1,-3,1,-1,-2,16,0.8
Cc1cc(=O)cc(C)n1-c1ccc(F)cc1F,-9,2.2,0,1,-15,1.1,8,-6,6,0.9
CCN(CC)C(=O)C1CCCN(Cc2ccccc2C(F)(F)F)C1 (stereo not given),11,0.8,-4,1,-9,1,-12,-2,0,1
Cc1cc(C(=O)NCCc2ccccc2)ccc1[N+](=O)[O-],0,-0.5,10,0.9,-8,1,-85,4,25,0.8
O=C(NC1CCCCC1)c1ccc(S(=O)(=O)N2CCCCC2)cc1,6,1.4,-6,1.1,-12,1,-2,-4,1,1
Cc1cc(N2C(=O)C(=O)/C(=C(/O)c3ccc(F)cc3)C2c2ccc(F)cc2)no1 (stereo not given),-10,5.4,0,1,-13,1,7,-3,12,0.9
COc1ccc(C2CC(C(F)(F)F)n3nc(CO)c(Cl)c3N2)cc1OC (stereo not given),6,-0.3,20,0.8,-6,1,2,-3,1,1
Cc1nn(Cc2ccc(C(=O)n3cccn3)o2)c(C)c1Br,-6,2.0,-3,1,-9,1,13,-5,21,0.8
N#CCSc1nn(-c2ccc(F)cc2)c(=S)s1,-5,0.3,-1,1,-2,1,-9,1,-10,1.1
CCOc1ccc(NC(=O)Nc2ccccc2SC)cc1,1,5.1,50*,0.5,-14,1.1,-104,-10,12,0.9
O=C(COC(=O)c1ccc(-c2cnc3ccccc3n2)cc1)c1ccccc1,-2,4.2,-7,1.1,-7,1.1,-26,-7,6,0.9
Cc1ccsc1/C=N/NC(=O)c1cccc(S(=O)(=O)Nc2ccccc2Cl)c1,4,1.6,-11,1.1,-4,1,-6,-1,/,0.5

# Full records from above. Order of values: L major viab | RAM inhibit | FLuc inh counter | FLuc stim CS | TNAP inh noacc | TNAP act hiacc | APP 5UTR inh | TNAP inh hi DEA | bIAP inh | bIAP activator
# CCN(CC)C(=O)C1CCCN(Cc2ccccc2C(F)(F)F)C1 (stereo not given) reads 11 | 0.8 | -4 | 1 | -9 | 1 | -12 | -2 | 0 | 1
# CCOc1ccc(NC(=O)Nc2ccccc2SC)cc1 reads 1 | 5.1 | 50* | 0.5 | -14 | 1.1 | -104 | -10 | 12 | 0.9
# CC1(C)Oc2ccc3ccc(=O)oc3c2/C(=C/Nc2ccccc2)C1=O reads 5 | 1.4 | -1 | 1 | -3 | 1 | -1 | -2 | 16 | 0.8
# Cc1cc(N2C(=O)C(=O)/C(=C(/O)c3ccc(F)cc3)C2c2ccc(F)cc2)no1 (stereo not given) reads -10 | 5.4 | 0 | 1 | -13 | 1 | 7 | -3 | 12 | 0.9
# Cc1cc(C(=O)NCCc2ccccc2)ccc1[N+](=O)[O-] reads 0 | -0.5 | 10 | 0.9 | -8 | 1 | -85 | 4 | 25 | 0.8

# Next section.
SMILES,L major viab,RAM inhibit,FLuc inh counter,FLuc stim CS,TNAP inh noacc,TNAP act hiacc,APP 5UTR inh,TNAP inh hi DEA,bIAP inh,bIAP activator
O=C(Nc1ccc(CSc2ccccc2)cc1)c1ccccc1,6,5.3,-2,1,-9,1,-6,-1,-6,1.1
O=C(/C=C/c1cccc(Br)c1)NCc1ccncc1,2,0.5,-4,1,-8,1,0,-2,15,0.8
O=C(CN1CCN(c2nc(-c3ccccc3)cs2)CC1)Nc1ccc2c(c1)OCO2,-4,0.2,1,1,-4,1,-4,-4,5,1
Cc1ccc(S(=O)(=O)N2CCCC2C(=O)N2CCCCCC2)cc1 (stereo not given),5,-1.1,1,1,-3,1,-1,0,5,0.9
C=CCN1CC(c2nc3ccccc3n2CCOc2ccccc2)CC1=O (stereo not given),13,-0.8,1,1,-8,1,-8,-4,-10,1.1
Cc1cccc(NC(=O)C(=O)NCCCc2ccccc2)c1,-9,5.6,1,1,-8,1,-30,2,1,1
Cc1ccc(OCCSc2nc(N)cc(N)n2)cc1,8,-0.2,21,0.8,-6,1,-74,-2,-2,1
CCCn1nnc2c(=O)oc3ccccc3c21,-9,1.7,-6,1.1,-1,1,3,-5,6,0.9
O=C(Nc1ccc(-c2nc3ccccc3[nH]2)cc1)C1CCCO1 (stereo not given),6,2.1,90*,0.1,-11,1.1,-180,-5,2,1
Cc1ccc(/C=N/NC(=O)CCSc2ccccc2)cc1,0,1.0,-10,1.1,-7,1,3,-3,8,0.9
Cc1ccc(S(=O)(=O)NNc2nnc(C)c(=O)[nH]2)cc1,-6,0.8,-2,1,-11,1.1,-4,-7,-10,1.1
CN=C(Nc1cc(C)nn1CCC#N)c1ccc(F)cc1,0,3.0,-7,1.1,-8,1.1,1,-5,10,0.9
CCCn1c(SCc2ccccn2)nc2c1c(=O)n(C)c(=O)n2C,-7,1.1,-6,1.1,-13,1.1,4,-8,-5,1.1
CC(=O)OCC1CCCC2=C(C)C(=O)CCC21COC(C)=O (stereo not given),0,0.3,-4,1,-3,1,6,1,2,1
CCOC(=O)C1=C(O)/C(=C\c2cccc(OC)c2)N=C1C,17,1.2,18,0.8,-8,1,-3,1,3,1
CC(=O)CSc1nnc(CSc2ncccn2)n1C1CCCCC1,-2,1.4,-6,1.1,-12,1,0,-1,0,1
O=C1Nc2ccccc2C12OCCO2,-4,1.9,-11,1.1,-11,1,4,-4,18,0.8
Cc1ccc(NC(=O)CCC(=O)NNC(=O)COc2cccc3ccccc23)c(C)c1,-1,4.3,-3,1,-6,1,0,0,-4,1
CCOC(=O)c1ccc(COC(=O)CNS(=O)(=O)c2ccccc2)cc1,-5,0.4,-4,1,-6,1,6,-1,14,0.9
O=C(CSc1cnc2ccccc2n1)NC1CCCC1,2,2.1,1,1,-7,1,-15,-2,10,0.9
CC(=O)COc1ncnc2c(Cl)cc(Cl)cc12,-8,0.9,-5,1,0,1,4,-2,-2,1
CCCOc1cccc(-c2nc3ccccc3c(=O)o2)c1,-7,0.5,16,0.8,0,1,-47,-1,8,0.9
CC1CC(C)CN(C(=O)Cn2c(SCC(=O)N3CCc4ccccc4C3)nc3ccccc32)C1 (stereo not given),6,2.1,-7,1.1,-6,1.1,9,-6,-10,1.1
CCCc1cc(=O)oc2c(CN3CCN(C)CC3)c(O)c(Cl)cc12,/,-0.1,-4,1,-13,1.1,/,-10,-6,1.1
Cc1cccc(C)c1NC(=O)COC(=O)c1nonc1N,-2,0.0,0,1,-4,1,-3,-4,7,0.9
CCCC(C)C(=O)Nc1nc(C)c(-c2csc(Nc3cc(Cl)ccc3C)n2)s1 (stereo not given),91*,4.4,-10,1.1,-2,1,0,0,4,1
COc1ccccc1CN1CCNC(=O)C1CC(=O)NCCOc1cccnc1 (stereo not given),-5,3.2,-7,1.1,-9,1,-12,-4,5,0.9
COc1cccc(CNn2cnnc2)c1O,-8,0.4,0,1,-7,1.1,5,-9,-22,1.2
CCN(CCCNC(=O)CCCCn1c(=O)[nH]c2ccccc2c1=O)c1ccccc1,13,-0.3,-11,1.1,3,1.1,2,-7,12,0.9
CCN1CCN(CC(=O)Nc2c(C(=O)OC)[nH]c3cccc(Cl)c23)CC1,2,0.0,-4,1,-2,1,13,0,-9,1.1
CCN(C(=O)COC(=O)/C=C/c1c(C)nn(Cc2ccc(C)cc2)c1C)C1CCS(=O)(=O)C1 (stereo not given),1,-0.9,-3,1,-1,1,-12,1,-13,1.1
COc1cccc(/C=C/c2ccncc2)c1OC,86*,2.4,1,1,-10,1,-18,-4,-1,1
COc1ccc(C2N(c3ccc(OC)cc3)C(=O)C3CCCN32)cc1 (stereo not given),-7,2.3,-2,1,-14,1,-11,-1,-6,1.1
COc1ccc(NC(=O)c2cc(-c3cc(C)ccc3O)n[nH]2)cc1Cl,-8,1.6,1,1,-24,1,7,-3,-28,1.3
O=C(NCCCN1CCCC1)c1ccc(CS(=O)(=O)c2ccc(Br)cc2)o1,12,-0.9,-2,1,-14,1,-11,-3,-15,1.1
COc1ccc(C(=O)N(CC2CCCO2)C(C(=O)NCCC(C)C)c2ccc(C)cc2)cc1OC (stereo not given),-2,-0.8,-6,1.1,-20,1,18,-2,11,0.9
COc1ccc(C2(CNC(=O)C(=O)Nc3ccc(C)cc3)CCOCC2)cc1,41,3.5,-5,1.1,-7,1.1,8,-5,12,0.9
Cc1ccc(NC(=S)NC2CC3CCC(C2)N3Cc2ccco2)cc1C (stereo not given),100*,0.4,-9,1.1,-17,1.1,-4,-9,0,1
COc1ccc(S(=O)(=O)Nc2ccc3c(c2)OCO3)cc1C(=O)O,-4,1.3,-4,1,-13,1,5,-4,-1,1
Cc1cc(C)n(C(=O)CNC(=O)C(c2ccccc2)c2ccccc2)n1,-5,8.8*,-8,1.1,-9,1,-7,1,8,0.9
COc1ccc(O)c(C(=O)c2cc(C(=O)NCCc3ccccc3)c(=O)n(CCc3ccccc3)c2)c1,77*,6.4,17,0.8,1,1,-2,5,/,0.3
CCSc1nnc(-c2ccc(S(=O)(=O)N3CCOCC3)cc2)n1CC1CCCO1 (stereo not given),-6,1.5,-5,1.1,-14,1,-4,-4,-1,1
O=C(CN1CCOCC1)N1N=C(c2cccs2)CC1c1cccs1 (stereo not given),-6,2.0,-6,1.1,-10,1.1,-6,-6,9,0.9
CCc1nnc(SCC(=O)Nc2ccccc2Cl)nc1CC,-9,1.5,-3,1,-7,1,4,0,0,1
O=C(Nc1ccccc1-c1nc2ccccc2[nH]1)c1sc2ccccc2c1Cl,46,2.6,-4,1,4,1,6,-3,14,0.9
Fc1cccc(Cl)c1CNCc1ccccc1Cl,-2,0.1,-3,1,-9,1,-21,-2,18,0.8
COc1ccc(N2CCN(C(=O)C3COc4ccccc4O3)CC2)cc1 (stereo not given),-3,2.8,-5,1.1,-11,1,3,-4,35,0.6
CCN1C(=O)C(Cc2nc3ccccc3c(=O)n2C)c2ccccc21 (stereo not given),-2,0.7,-3,1,-12,1.1,-6,-9,0,1
CCN=C1S/C(=C\c2ccc(O)c(OCC)c2)C(=O)N1CC,5,2.5,-5,1,12,0.8,-8,16,-28,1.3
